SKKanGAS inh: inhibitors of SKKanGAS S. pyogenes growth in kanamycin (SK-promoter or general growth effect) | AID 1662 | 1.3% of 300,000 active | BacTiter-Glo, 6 h | inhibition, % at 7.5 µM;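 active means mean replicate score, as percent of positive control median, at least 50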;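 further: strain carries kanamycin resistance gene driven by streptokinase promoter and grows in 40 µg/ml kanamycin; loss of luminescence reflects streptokinase promoter inhibition or plain growth inhibition; 0% = median of DMSO wells and 100% = positive control at its reference dose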
TRPC6 act: activates the mouse TRPC6 cation channel; AID 2550; HEK293-TRPC6 membrane potential dye fluorescence; hits give high values; 0.13% of 310,000 active; B-score at 10 µM;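 active means B-score of the integrated fluorescence ratio above library mean plus 3 SD, and starting fluorescence ratio within library mean plus 5 SD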;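 further: higher score means more depolarization so channel activation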
TRPC6 inh: blocks the mouse TRPC6 cation channel; 1.1% of 310,000 active; B-score at 10 µM; Q61143; AID 2553; HEK293-TRPC6, membrane potential dye, ACh-evoked depolarization; hits give low values;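 active means B-score under library mean minus 3 SD, initial fluorescence not abnormally high, positive integrated signal ratio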;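 further: B-score derived from integrated fluorescence ratio over the kinetic read; more negative B-score means stronger inhibition of depolarization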
TRPC4 block: inhibitors of mouse TRPC4 channel | HEK293 TRPC4beta/mu-opioid, DAMGO-evoked Fluo4 calcium flux; hits give low values | B-score at 10 µM | 0.39% of 300,000 active | AID 2247;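 active means B-score over 3 SD under the library average, no early fluorescence shift, positive overall ratio signal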
Target sequence (Q9QUQ5 whole entry, looked up): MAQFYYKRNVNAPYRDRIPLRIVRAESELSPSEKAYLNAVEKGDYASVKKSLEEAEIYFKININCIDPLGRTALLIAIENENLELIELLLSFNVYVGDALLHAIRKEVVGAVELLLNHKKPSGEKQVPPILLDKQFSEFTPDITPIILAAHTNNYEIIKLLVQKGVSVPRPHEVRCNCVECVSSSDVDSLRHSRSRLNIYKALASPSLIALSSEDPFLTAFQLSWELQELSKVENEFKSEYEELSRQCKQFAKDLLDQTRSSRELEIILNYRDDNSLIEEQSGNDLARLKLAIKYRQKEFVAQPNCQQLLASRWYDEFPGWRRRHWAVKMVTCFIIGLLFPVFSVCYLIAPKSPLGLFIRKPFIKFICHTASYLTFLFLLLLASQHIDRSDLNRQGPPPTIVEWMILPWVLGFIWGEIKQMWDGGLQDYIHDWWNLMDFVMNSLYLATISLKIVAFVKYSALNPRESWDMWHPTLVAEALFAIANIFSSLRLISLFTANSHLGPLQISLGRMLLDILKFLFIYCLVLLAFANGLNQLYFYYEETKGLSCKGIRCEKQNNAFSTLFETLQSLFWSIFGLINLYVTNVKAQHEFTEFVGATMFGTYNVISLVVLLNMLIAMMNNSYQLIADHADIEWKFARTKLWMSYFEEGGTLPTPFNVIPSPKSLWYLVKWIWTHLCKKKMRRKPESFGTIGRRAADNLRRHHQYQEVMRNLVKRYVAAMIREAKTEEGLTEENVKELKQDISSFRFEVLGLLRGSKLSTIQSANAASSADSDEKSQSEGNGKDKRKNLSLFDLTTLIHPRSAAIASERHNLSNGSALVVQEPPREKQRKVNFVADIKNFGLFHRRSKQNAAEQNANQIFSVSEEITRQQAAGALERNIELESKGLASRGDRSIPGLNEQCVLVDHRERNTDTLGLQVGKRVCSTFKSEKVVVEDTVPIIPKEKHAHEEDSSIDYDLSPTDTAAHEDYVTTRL
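Assay system: HEK293 cells with stable TRPC4beta plus mu-opioid receptor expression; Probe or stimulus: DAMGO in two steps, submaximal then maximal; Dosing: single-point compound dosing; Measured by: Fluo4 calcium-dye fluorescence, kinetic read; Read-out basis: B score from integrated Fluo4 fluorescence ratio.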
KLF5 inhibitor: suppresses KLF5 promoter-driven expression | AID 1700 | DLD-1 KLF5 promoter-luciferase reporter, luminescence | inhibition, % at 5 µM | 0.23% of 290,000 active;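 active means inhibition above a per-plate limit of that plate's mean compound inhibition plus 3 SD, cut at about 60% in these data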;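 further: 0% = DMSO wells and 100% = LY294002 at 200 µM; higher means less KLF5 promoter-driven luciferase light; inactives centre near -14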
MrgX1 antagonist: human MrgX1 receptor antagonism, primary screen; MRGX1-HEK293 calcium flux, Fluo-4, BAM8-22 antagonism; hits give low values; B-score at 10 µM; 1.3% of 310,000 active;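 active means calcium-response B-score plate-corrected more than 3 library SD below zero, starting fluorescence within 5 deviations, no agonist response on first addition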;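 further: peak minus trough fluorescence over baseline after final BAM8-22 challenge near maximal dose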
IEC-6 tox: counter-screen for KLF5 inhibitors: cytotoxicity in IEC-6 cells; IEC-6 cytotoxicity, luminescence viability; inhibition, % at 5 µM; 0.78% of 290,000 active; in the data active means inhibition above about 22%;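 further: 0% = plate median of test compound wells and 100% = cytotoxic reference compound wells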
aSyn 5UTR inh: 5' untranslated region of α-synuclein, MLPCN primary screen; alpha-synuclein 5'UTR reporter, inhibitor activity; inhibition, % (tested at 7.5 µM); 0.82% of 300,000 active; AID 1813; in the data active means inhibition above about 60%;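 further: H4 neuroglioblastoma cells stably carrying SNCA 5'UTR luciferase fusion; 0% = DMSO wells and 100% = positive control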
HIF act: HIF pathway transcriptional activation | U2OS HRE-luciferase reporter, luminescence; normalized: DMSO 0%, desferrioxamine 100% | 0.32% of 300,000 active | activation, % at 7.5 µM (by protocol);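 active means mean activation of at least 10% of the iron chelator positive control signal, with at least half of replicates also reaching 10%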
TRPC4 potent: allosteric potentiators of mouse TRPC4 channel; Q9QUQ5; HEK293 TRPC4beta/mu-opioid, DAMGO EC20, Fluo-4 Ca2+ flux; hits give high values; B-score at 10 µM; 0.42% of 310,000 active; AID 2227;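 active means B-score of calcium response area above 5 SD of library B-scores, with initial fluorescence ratio within 5 SD of library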;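 further: B-score of integrated fluorescence ratio over time as area under calcium response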
TRPC4 act: opens the mouse TRPC4 cation channel; HEK293 TRPC4beta/mu-opioid, Fluo4 calcium fluorescence; hits give high values; Q9QUQ5; B-score at 10 µM; 0.49% of 310,000 active;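 active means B-score above 5 SD of library B-scores, and initial fluorescence ratio not above library mean plus 5 SD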;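 further: positive B-score marks a calcium rise read as TRPC4 activation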
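Material: HEK293 stable line with TRPC4beta plus mu-opioid receptor; technique: Fluo4 calcium-sensitive dye fluorescence, kinetic, 1 Hz baseline; timing: Fluo4 dye loading 45 min at room temperature, 110 s recording; controls: assay buffer as low control, maximal DAMGO as high control; read-out: integrated baseline-normalised fluorescence ratio, converted to per-well B score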
An asterisk follows results filed as active; i = inactive; / = not tested or not shown.

Below each compound: SKKanGAS inh | TRPC6 act | TRPC6 inh | TRPC4 block | KLF5 inhibitor | MrgX1 antagonist | IEC-6 tox | aSyn 5UTR inh | HIF act | TRPC4 potent | TRPC4 act
COc1ccc(CCN2C(=O)c3cccnc3C2=O)cc1OC
→ -5 | i | i | i | -40 | i | -4 | 2 | 0.9 | i | i
COc1cc2c(c(OC)c1OC)-c1ccc(NC(=O)c3ccccc3)c(=O)cc1[C@@H](NC(C)=O)CC2
→ 8 | i | i | i | 77* | i | 87* | 55 | 0.1 | i | i
COC(=O)CCC(=O)OC1(C)C(=O)C=C2C=C(C3CC3)N(CCc3ccccn3)C=C2C1=O (stereo not drawn)
→ 4 | i | i | i | / | i | / | 13 | -1.1 | i | i
COc1cccc(-c2nnc(NC(=O)Cc3cccs3)s2)c1
→ -2 | i | i | i | -43 | i | -1 | -52 | 1.9 | i | i
Cc1cccc(C)c1NC(=O)C(c1ccc([N+](=O)[O-])cc1)N(C)C(=O)c1ccccn1 (stereo not drawn)
→ -3 | i | i | i | -1 | i | 10 | -4 | / | i | i
CNS(=O)(=O)c1cc(Br)ccc1S(=O)c1ccccc1C(=O)O (stereo not drawn)
→ -4 | i | i | i | -29 | i | 0 | 10 | 0.1 | i | i
Cc1ccc(NC(=O)c2cccc(N3C(=O)C4C5CCC(C5)C4C3=O)c2)c(C)c1 (stereo not drawn)
→ -3 | i | i | i | -15 | i | -3 | 4 | 1.0 | i | i
COc1ccc(-n2c(C)nnc2SCC(=O)NC2CC2)cc1
→ -1 | i | i | i | -24 | i | 3 | 3 | 0.1 | i | i
N/C(=N\c1nc2c(c(=O)[nH]1)CCCC2)Nc1ccccc1
→ -1 | i | i | i | -22 | i | -4 | 16 | -0.2 | i | i
CCOC(=O)C1=C(CC)Nc2ccccc2N=C1N
→ -3 | i | i | i | -15 | i | 1 | 16 | -0.4 | i | i
O=C(COc1ccccc1Cl)Nc1ccc2c(c1)C(=O)NC2=O
→ -15 | i | i | i | -36 | i | 3 | -29 | 1.0 | i | i
COc1ccc(Nc2c3c(nc4ccc(C)cc24)CCC3)cc1
→ 6 | i | i | i | 2 | i | -4 | 3 | -0.6 | i | i
COc1ccc(CCN(Cc2ccccn2)C(=S)Nc2ccccc2F)cc1OC
→ 5 | i | i | i | -12 | i | 0 | 14 | 0.5 | i | i
c1ccc(CNC2=NCCCCC2)cc1
→ -5 | i | i | i | -5 | i | -6 | 8 | 0.0 | i | i
O=C(O)c1ccc(S(=O)(=O)c2ccc3c(c2)C(=O)N(NC(=O)c2ccccc2)C3=O)cc1
→ 6 | i | i | i | -88 | i | 3 | 10 | 0.1 | i | i
Cc1ccc2nc(C3CCCCC3)[nH]c2c1
→ -4 | i | i | i | -126 | i | 3 | -93 | 0.8 | i | i
CCCCC(CC)C(=O)Nc1ccc(S(=O)(=O)N2CCCC2)cc1 (stereo not drawn)
→ 3 | i | i | i | -27 | i | -10 | 5 | -0.1 | i | i
CC(C)(C)c1ccc(S(=O)(=O)Nc2ccc(C(=O)N3CCCC3)cc2)cc1
→ 2 | i | i | i | -15 | i | -5 | -4 | 0.2 | i | i
Cc1ccc[n+](CC2OCc3ccccc3CO2)c1
→ 6 | i | i | i | -9 | i | 0 | 3 | -0.3 | i | i
Cc1nc2ccccc2n1C1CC(=O)N(N(C)C)C1=O (stereo not drawn)
→ 0 | i | i | i | -28 | i | -2 | -27 | 0.0 | i | i
CCOC(=O)c1cnc(SCC(=O)NCc2ccco2)nc1N
→ -4 | i | i | i | -17 | i | -5 | -4 | -0.4 | i | i
COc1ccc(NC(=O)CN2C(=O)C(C)Oc3ccc(C)cc32)cc1 (stereo not drawn)
→ 2 | i | i | i | -22 | i | 2 | 7 | -0.1 | i | i
CC(OC(=O)COc1ccc(C#N)cc1)C(=O)Nc1ccc(Cl)cn1 (stereo not drawn)
→ -2 | i | i | i | / | i | / | -8 | 0.1 | i | i
Cc1[nH]c2ccc(C(=O)NC3CCC(C)CC3)cc2c1C (stereo not drawn)
→ -3 | i | i | i | -96 | i | 13 | -148 | 4.0 | i | i
C=CCc1c(C)nc(SC)nc1Nc1ccc(C)cc1
→ -1 | i | i | i | -10 | i | 1 | 15 | -0.5 | i | i
CC1CCC(NC(=O)CN2C(=O)COc3ccc(S(=O)(=O)N4CCCC4)cc32)CC1 (stereo not drawn)
→ 7 | i | i | i | -26 | i | -4 | -9 | -0.6 | i | i
COC(=O)C[N+](C)(C)C/C=C\c1ccccc1
→ 18 | i | i | i | -25 | i | 0 | -30 | -0.4 | i | i
COc1ccc(S(=O)(=O)N2CCCC2)c(Cl)c1Cl
→ -2 | i | i | i | -32 | i | 1 | 29 | 0.2 | i | i
CCN(CC(=O)Nc1c(F)cccc1F)C(=O)CCN1C(=O)C2CCCCC2C1=O (stereo not drawn)
→ 9 | i | i | i | / | i | / | -6 | 1.0 | i | i
Cc1nn(C)c(C(=O)NNC(=S)NC2CCCCC2)c1Cl
→ 2 | i | i | i | -8 | i | -2 | -8 | 0.2 | i | i
CCOCc1[nH]c(=S)[nH]c(=O)c1Cc1ccc(OCC)cc1
→ 8 | i | i | i | -9 | i | -3 | 4 | 0.3 | i | i
CC(=O)NCC(=O)N1CCC(n2nccc2NC(=O)CCCc2ccccc2)CC1
→ 6 | i | i | i | -54 | i | -2 | -67 | 2.0 | i | i
O=C(O)c1ccc(COc2ccccc2/C=C2\NC(=O)N(Cc3ccccc3)C2=O)cc1
→ 23 | i | i | i | -13 | i | -2 | -21 | -0.2 | i | i
Cc1nnc(-c2cnn(-c3ccccc3)c2N)n1Cc1ccncc1
→ -3 | i | i | i | -15 | i | 0 | -4 | -0.5 | i | i
COC(=O)c1nnn(-c2nonc2N)c1CSc1ccccn1
→ 21 | i | i | i | -6 | i | 5 | 3 | 0.1 | i | i
Cc1ccc(NC(=O)CCCN2C(=O)/C(=C/C=C/c3ccccc3)SC2=S)cc1
→ 2 | i | i | i | -8 | i | -1 | -20 | -0.8 | i | i
Cc1cc(-c2nnc(CCC(=O)NC(C)c3ccc(F)cc3)o2)no1 (stereo not drawn)
→ 8 | i | i | i | -8 | i | -3 | -6 | 0.1 | i | i
Nc1nc(SCc2c(Cl)cccc2Cl)n[nH]1
→ 3 | i | i | i | -31 | i | 7 | 31 | 0.7 | i | i
CN(c1ccc(C(=O)NCc2ccccn2)cc1)S(C)(=O)=O
→ -7 | i | i | i | -1 | i | 2 | -20 | 0.0 | i | i
CCn1c(C)nnc1SCC(=O)Nc1ccc(C(C)=O)cc1
→ -5 | i | i | i | -32 | i | -4 | 12 | -0.8 | i | i
Cn1c(=O)c2c(ncn2CC(=O)N(Cc2ccccc2)c2ccccn2)n(C)c1=O
→ -5 | i | i | i | 1 | i | -5 | 21 | -1.1 | i | i
Cc1ccc(CSc2nsc(C)c2C#N)cc1
→ 37 | i | i | i | -19 | i | 6 | -30 | 0.0 | i | i
O=C(c1ccncc1)N1c2ccccc2Sc2ccccc21
→ 3 | i | i | i | -31 | i | 0 | -3 | 0.9 | 26* | i
COc1ccc(CN2CCNC(=O)C2CC(=O)NC2CCCCCC2)cc1C (stereo not drawn)
→ 2 | i | i | i | -6 | i | 5 | 11 | 0.1 | i | i
O=C1CCN(C(=O)CSc2ccc(Cl)cc2)N1
→ -10 | i | i | i | -29 | i | 6 | 2 | -0.1 | i | i
CC1CCCCN1S(=O)(=O)c1ccc(S(=O)(=O)NCCc2ccncc2)cc1 (stereo not drawn)
→ -5 | i | i | i | -26 | i | 2 | 22 | -0.4 | i | i
C=C(C)C1CC=C(C)/C(=N/NC(=O)COc2ccccc2Cl)C1 (stereo not drawn)
→ 19 | i | i | i | 11 | i | 0 | 30 | -0.2 | i | i
CCC(CC)C(=O)NCc1ccccc1Cl
→ -2 | i | i | i | -52 | i | 3 | 11 | -16 | i | i
Cn1c(=NC(=O)CS(=O)(=O)c2ccccc2)sc2cc([N+](=O)[O-])ccc21
→ -1 | i | i | i | / | i | / | -24 | -1.9 | i | i
COc1cccc(N2CCN(CC(=O)NC(=O)NCc3ccco3)CC2)c1
→ 6 | i | i | i | -14 | i | -9 | -8 | -0.3 | i | i
COCCNC(=O)c1cccc(NS(=O)(=O)c2cccc3cccnc23)c1
→ -1 | i | i | i | -6 | i | 1 | 16 | -0.8 | i | i
Cc1nnc(-c2ccccc2)c(=O)n1/N=C/c1c(O)ccc2ccccc12
→ 70* | i | -7.3* | i | 30 | i | -2 | 83* | 69* | i | i
O=C(NCCN1CCN(C(=O)NC2CCCCC2)CC1)NC1CCCCC1
→ 5 | i | i | i | -13 | i | -2 | -9 | -0.3 | i | i
Cn1nc(C(=O)Nc2nc(-c3ccc(F)cc3)cs2)ccc1=O
→ -5 | i | i | i | -25 | i | 8 | -18 | -0.3 | i | i
CSC1=N/C(=C\c2ccc(F)cc2)C(=O)S1
→ -1 | i | i | i | -15 | i | 4 | 5 | 0.3 | i | i
O=c1[nH]c(N/N=C/c2ccccc2)nc2ccccc12
→ -3 | i | i | i | -93 | i | 1 | -212 | 1.7 | i | i
O=c1[nH]c2ccccc2n2cnnc12
→ 1 | i | i | i | -1 | i | -4 | 0 | 0.0 | i | i
COc1ccccc1NC(CC(=O)c1ccccc1)C(=O)OCC(=O)c1ccc(C)cc1 (stereo not drawn)
→ 4 | i | i | i | -28 | i | 2 | -190 | 2.3 | i | i
CC(=O)c1ccc(NS(=O)(=O)c2ccc3ccccc3c2)cc1
→ -1 | i | i | i | 40 | i | 2 | -1 | 0.0 | i | i
CNCCCC1Sc2ccccc2Oc2ccccc21 (stereo not drawn)
→ 1 | i | i | i | 16 | i | 3 | 4 | -0.8 | i | i

The list goes on:
Below each compound: SKKanGAS inh | TRPC6 act | TRPC6 inh | TRPC4 block | KLF5 inhibitor | MrgX1 antagonist | IEC-6 tox | aSyn 5UTR inh | HIF act | TRPC4 potent | TRPC4 act
Cn1nnc2cc(C(=O)Nc3ccccc3F)ccc21
→ 1 | i | i | i | -34 | i | -2 | -111 | 1.0 | i | i
Cc1ccc(-c2cc(C(=O)NCc3ccccn3)c3ccccc3n2)cc1
→ 3 | i | i | i | 4 | i | 8 | -25 | 0.9 | i | i
N#Cc1ccccc1Cn1cc(/C=C/[N+](=O)[O-])c2ccccc21
→ 2 | i | i | i | 2 | i | 6 | -1 | 1.5 | i | i
CCOc1ccc(Cc2n[nH]c(=S)n2N)cc1
→ -1 | i | i | i | -44 | i | 2 | -4 | 0.0 | i | i

Screening results as filed in PubChem.
